GALR2 blocker: blocks the human galanin receptor 2; GALR2-expressing cells, antagonist mode; inhibition, % at 4 µM; 140,000 tested, 0.39% active; in the data active = inhibition above about 27%;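 note: cells stimulated with galanin 1-16 at roughly its EC80; 0% = agonist challenge control and 100% = basal control without agonist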
Target sequence (O43603 whole entry, looked up): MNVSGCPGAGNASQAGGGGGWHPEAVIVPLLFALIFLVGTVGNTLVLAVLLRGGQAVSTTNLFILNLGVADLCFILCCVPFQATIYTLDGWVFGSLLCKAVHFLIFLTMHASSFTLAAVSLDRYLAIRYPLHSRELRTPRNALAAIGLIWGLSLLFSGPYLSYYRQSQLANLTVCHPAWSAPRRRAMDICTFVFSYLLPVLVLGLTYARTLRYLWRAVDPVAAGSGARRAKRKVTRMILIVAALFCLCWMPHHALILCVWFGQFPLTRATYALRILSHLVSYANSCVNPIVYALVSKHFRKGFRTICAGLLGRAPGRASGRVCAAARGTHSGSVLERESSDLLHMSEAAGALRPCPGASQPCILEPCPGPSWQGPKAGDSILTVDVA
E-sel TNF inh: blocks E-selectin expression induced by TNF alpha. 120,000 tested, 0.71% active. HUVEC TNFa-induced E-selectin immunofluorescence, high content. inhibition, % at 2 µM. AID 1246;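 active = inhibition above the batch mean plus 3 SD, and confirmed as a hit on visual image review, cut at about 43% in these data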;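 note: 0% = TNF-stimulated DMSO wells and 100% = unstimulated control wells; not every result past the cut was called active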
bCat KO growth: beta-catenin-lacking colon tumor cell growth suppression; viability, % at 10 µM; HCT116 beta-catenin knockout viability, CellTiter-Glo, 60 h; stronger effect = lower value; AID 818; 140,000 tested, 1.5% active;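 active = viability at or under a set limit, the compound median less 4 SD, cut at about 6% in these data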;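 note: 0% = Hyamine 1622 control at 20 µM and 100% = untreated cell control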
NPY Y2 blocker: blocks the human neuropeptide Y Y2 receptor; P49146; 140,000 tested, 0.99% active; NPY-Y2 expressing cells, antagonist mode; inhibition, % at 2.7 µM; in the data active = inhibition above about 17%;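 note: 0% = vehicle with agonist challenge and 100% = reference antagonist with challenge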
Target sequence (P49146 whole entry, looked up): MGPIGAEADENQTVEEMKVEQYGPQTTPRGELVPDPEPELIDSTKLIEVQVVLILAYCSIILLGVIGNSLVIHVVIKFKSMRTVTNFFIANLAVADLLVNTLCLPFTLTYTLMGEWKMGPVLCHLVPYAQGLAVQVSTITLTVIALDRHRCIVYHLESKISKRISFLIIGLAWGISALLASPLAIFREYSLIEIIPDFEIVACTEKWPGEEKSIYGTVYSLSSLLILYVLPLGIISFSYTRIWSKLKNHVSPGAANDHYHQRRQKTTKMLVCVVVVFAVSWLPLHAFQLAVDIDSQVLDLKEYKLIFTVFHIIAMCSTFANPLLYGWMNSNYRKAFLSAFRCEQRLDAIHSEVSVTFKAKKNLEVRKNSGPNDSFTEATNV
Measles CPE: protection of cells from measles virus; Measles virus-infected cells, CPE protection, absorbance; protection (pct of control), % at 4 µM; 140,000 tested, 1.5% active; in the data active = protection mostly above about 24%, no sharp cut-off; inactive = mostly below about 26%; note: some compounds called inactive have numbers as strong as hits
Yeast life ext: yeast lifespan extension; S. cerevisiae growth with nicotinamide, OD615; deaD strain in restrictive glucose medium; inhibition of the nicotinamide effect, % at 10 µM; 130,000 tested, 0.68% active;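 active = inhibition above a set limit, placed 3 SD over the median of all compounds, cut at about 26% in these data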;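 note: 0% = nicotinamide-treated wells and 100% = cells grown without nicotinamide; some compounds called inactive have numbers as strong as hits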
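System: Modified budding yeast, DeaD strain | Buffer or medium: Restrictive glucose medium | Also added: 1.5 mM nicotinamide | Doses: 10 µM single point, 0.25% DMSO | Schedule: 48 h compound exposure at 30 °C, humidified | Detection: Absorbance at 615 nm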
PTEN del growth: PTEN-deleted cell growth suppression; HCT116 PTEN-null viability, CellTiter-Glo, 60 h; stronger effect = lower value; viability, % at 10 µM; 140,000 tested, 1.2% active;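 active = viability at or below a set limit, 4 SD under the median of all tested compounds, cut at about 3.7% in these data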;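 note: PTEN knockout HCT116 line with beta catenin targeted HCT116 as companion control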
BB579 growth dn: chemicals that inhibit yeast BB579 growth in restrictive medium (lifespan-shortening candidates); S. cerevisiae BB579 growth, OD615, 48 h; inhibition, % at 10 µM; 140,000 tested, 0.51% active; AID 804;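 active = inhibition above a set limit, 3 SD over the mean compound inhibition, cut at about 44% in these data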; note: inactives centre near -24
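Assay system – yeast BB579 (DeaD) · Dosing – single compound dose of 10 µM, 0.25% DMSO final · Detection – OD615 turbidity measurement · Buffer or medium – CSMM-D restrictive synthetic medium containing dextrose (glucose) · Benchmarks – positive control amphotericin B 10 µg/mL · Incubation – 48 h exposure, 30 °C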
Phagocyt inh: macrophage phagocytosis inhibition. J774A.1 macrophage IgG-bead phagocytosis, imaging. AID 1029. 110,000 tested, 0.07% active. inhibition, % at 5 µM;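 active = inhibition above the mean of the plate negative controls plus 5 SD, cut at about 13% in these data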;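 note: phagocytic index as fraction of beads internalized from green versus red external bead signal; plate controls were DMSO negative control for no effect and cytochalasin-D positive control for full effect; some results beyond the cut were filed as inactive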
MRP1 act: MRP-1 activation. H69AR cells + doxorubicin, viability rescue, CellTiter-Glo. viability increase, % at 10 µM. 140,000 tested, 0.61% active. AID 799;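 active = viability gain under doxorubicin at or above a set limit, the compound median plus 3 SD, cut at about 4.7% in these data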;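 note: MRP-1 overexpressing cells given doxorubicin 25 µM after compound pretreatment; 18-22 h compound pretreatment then 72 h with doxorubicin before readout; 0% = doxorubicin-only wells and 100% = vehicle-treated cells without doxorubicin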
An asterisk follows results filed as active; . = no result given. Not a hit list; about 6.1% have a hit in one of these screens.

SMILES	GALR2 blocker	E-sel TNF inh	bCat KO growth	NPY Y2 blocker	Measles CPE	Yeast life ext	PTEN del growth	BB579 growth dn	Phagocyt inh	MRP1 act
O=C(Nc1nnc(-c2ccccc2Cl)o1)c1ccco1	-14	-3	93	2	12	-11	97	-59	.	-1.6
CCOc1cc(/C=N/O)ccc1OS(=O)(=O)c1ccc(C)cc1	-7	-38	23	7	9	-10	50	-16	0	-1.9
CCOC(=O)C1=C(C)Nc2ncnn2C1c1cc(OC)ccc1OC (stereo unspecified)	-3	-20	90	1	1	-10	95	-30	1	0.0
O=C(O)CCCC(=O)N1N=C(c2ccccc2)CC1c1ccc2nccnc2c1 (stereo unspecified)	-1	.	96	4	4	-2	94	-7	.	0.0
O=C(NCc1cccs1)c1cc(-c2cccc(Cl)c2)on1	-20	.	87	2	20	-8	96	-9	-1	-1.8
CCCCCCOc1ccc(OC(=O)c2ccncc2)cc1	3	16	62	4	4	.	44	-40	.	-3.9
COCCCNC(=O)NC(=O)c1ccccc1	8	.	93	0	11	1	98	-56	-2	2.2
O=C1C2CCCN2C(c2ccc(F)cc2)N1c1cccc(Cl)c1 (stereo unspecified)	1	-2	95	1	13	-4	102	-31	.	-0.6
CCN1CCN(C2=C(Cl)C(=O)N(Cc3ccccc3)C2=O)CC1	-1	-27	77	3	5	.	88	-35	.	-4.6
O=c1cc(COn2nnc3ccc(C(F)(F)F)cc32)nc2sccn12	-12	-6	77	1	18	-7	70	0	.	-3.3
CN1CCC(NC(=O)Cc2c(F)cccc2Cl)CC1	3	-32	94	1	6	5	92	-7	0	-0.8
Cc1ccc(C(N)=S)c(C)c1	-5	7	97	2	19	-15	92	18	.	-2.5
COc1ccc(C(=O)N2CCN(C3CCC(c4ccccc4)CC3)CC2)cc1OC (stereo unspecified)	-6	-8	84	4	3	-11	76	-6	-1	1.2
Cc1ccc(S(=O)(=O)N2CCCCC2)cc1NC(=O)c1ccc2ccccc2n1	7	.	79	16	2	4	70	-1	0	-1.9
O=c1c2ccccc2nnn1CSc1nnc(-c2cccnc2)n1-c1ccccc1F	4	.	91	1	15	-4	96	-7	0	-2.3
CCOc1cc(/C=N/NS(=O)(=O)c2ccccc2)ccc1OS(=O)(=O)c1ccc(C)cc1	-1	-16	108	0	6	1	100	-57	0	-0.6
COc1ccc(C)cc1N(CC(=O)Nc1cccc(N(C)S(C)(=O)=O)c1)S(C)(=O)=O	12	0	75	1	12	-6	75	-40	-3	-0.4
CCOC(=O)N1CCN(CC(=O)c2c(C)[nH]c3ccccc23)CC1	9	.	68	-2	5	-3	82	-28	2	-1.2
CSc1ccc(/C=C(\C#N)C(=O)NC2CCCCC2C)cc1 (stereo unspecified)	8	-4	68	5	4	9	67	-60	-2	-4.0
Nc1c(NCc2ccccc2)c(=O)[nH]c(=O)n1Cc1ccccc1	-2	-13	105	2	3	-11	100	-6	.	-1.9
COc1ccc(CNC(=O)C(=O)NCC2CCCO2)cc1 (stereo unspecified)	8	5	90	1	36	0	89	-36	2	-0.9
Cc1ccc(NC(=O)c2ccoc2C)cc1C	4	.	65	-1	5	-4	69	15	4	-0.5
CCOc1cc(/C=N/NC(=O)c2ccncc2)cc(Cl)c1OS(C)(=O)=O	-5	.	66	-1	5	-2	91	-21	6	-3.7
CCOC(=O)c1cn(Cc2c(C)c(C)c(C)c(C)c2C)nn1	6	.	89	4	16	3	86	-26	0	-1.6
CCN1CCN(C(=O)c2cc3nc(-c4ccccc4)cc(C(F)(F)F)n3n2)CC1	3	6	103	0	25	-11	107	-65	1	-0.8
O=C(N/N=C/c1ccc2c(c1)OCO2)c1cc(-c2ccccc2)nc2ccccc12	-9	17	95	7	5	-3	92	-28	-7	-4.2
COc1cc(N=c2ssnc2Cl)c(OC)cc1Cl	14	-10	101	3	8	-2	104	8	-1	-0.8
Clc1ccc(-c2csc3ncnc(N4CCc5ccccc5C4)c23)cc1	-2	.	43	9	20	0	36	-17	-4	-4.4
Cc1cccc(N2CCN(C(=O)Cc3c(C(=O)O)[nH]c4ccc(Cl)cc34)CC2)c1C	2	-21	91	8	8	-8	94	-39	-1	-0.3
CCCCNc1nc(CC(C)=O)ns1	-1	19	90	6	14	-2	97	-22	0	-2.1
Cc1nc(CCNC(=O)COc2ccccc2)cs1	-14	.	92	-3	16	-11	92	-11	-1	-1.7
CCOC(=O)c1c(-c2ccc(C)s2)csc1NC(=O)c1cccs1	1	-7	106	0	5	-8	86	-70	0	-0.1
CC(=O)Nc1ccc(N2C(C(C)=O)=NN(c3ccccc3)C2c2cccs2)cc1 (stereo unspecified)	3	6	90	0	23	-7	91	-33	-3	-2.9
O=c1c2c(nc3c(-c4cccc5ccccc45)c[nH]n13)CCC2	-1	0	79	5	16	-5	75	-9	.	-3.8
CC1(C)NC(=O)N(CCCOc2ccccc2Br)C1=O	-5	28	94	5	3	-7	93	-11	0	1.1
CC(C)(C)NC(=O)Nc1ccccc1C(N)=O	6	9	103	-1	10	-8	103	-27	0	-0.5
CCOc1ccc(-n2c(COc3ccc(C)cc3)nnc2SCC(N)=O)cc1	-13	7	89	2	8	-6	95	38	.	-0.5
COc1ccc(CC(=O)OCC(=O)N2N=C(c3ccccc3)CC2c2ccc(OC)cc2)cc1 (stereo unspecified)	-4	7	84	5	18	2	82	-15	0	1.1
Cc1ccc(C)c(NC(=O)c2sc(Cl)nc2-c2ccccc2)c1	8	-7	61	2	20	-11	67	-49	.	-1.8
O=S(=O)(Cc1cc(-c2ccc(Cl)cc2)no1)c1ccccc1	-19	.	102	5	5	-1	88	-29	-1	-2.4
C=CCNC(=O)/C(C#N)=C/c1ccccc1OCc1ccc(C(=O)OC)cc1	0	-24	19	4	10	35*	16	-52	13	-5.0
CC(C)C(=O)Nc1cccc(C(=O)Nc2ccc3c(c2)OCO3)c1	4	-27	96	5	4	-9	95	-11	-2	-2.3
CC(=O)Nc1ccc(NC(=O)Cc2ccc(S(=O)(=O)N3CCCCC3)s2)cc1	2	-20	88	1	10	-1	82	-44	-4	-1.1
CCOc1ccc(NC(=O)CSc2nnc(C)n2Cc2ccccc2)cc1	-4	-1	103	6	23	.	99	-48	.	-1.3
CCOC(=O)C(C)Sc1nnc(-c2c[nH]c3ccccc23)n1C (stereo unspecified)	-11	9	97	3	21	-6	92	34	0	0.1
CN(C)CCn1c(=O)n(Cc2ccco2)c(=O)c2c3c(sc21)CCCCC3	6	8	66	10	13	-22	74	-31	.	-6.4
NS(=O)(=O)c1ccc(-n2ncc3c(=O)[nH]c(SCC(=O)Nc4nccs4)nc32)cc1	5	-7	99	2	4	7	100	-29	.	-0.8
O=C(c1ccccc1)N(NC(=O)C(O)(c1ccccc1)c1ccccc1)c1cccc(F)c1	-8	.	71	31*	25	-1	69	-14	-5	-1.5
CCOCCCNc1nc2c(c(=O)n(C)c(=O)n2C)n1CCCc1ccccc1	-1	-18	86	1	67*	-15	87	7	0	-0.8
O=C(CN1CCC(O)CC1)N1c2ccccc2C=Cc2ccccc21	3	-37	99	1	.	-3	102	-44	0	-1.6
O=C(c1ccc(O)cc1)c1ccc(C(=O)O)c(C(=O)O)c1	13	5	87	-1	23	-8	108	-39	-1	-0.4
Cn1c(/C(C#N)=C2/CCCCCN2)nc2ccccc21	19	-36	90	5	22	-16	98	-55	0	-1.4
COc1ccc(NC(=O)CSc2nnc(Cn3c(=O)sc4ccccc43)n2C)cc1	-5	-9	93	3	15	-3	93	-40	.	-2.2
Cc1cc(Cl)ccc1OCC(=O)NC(=S)Nc1ccccc1N1CCOCC1	6	.	81	6	5	6	72	-11	-2	-0.9
COc1ccc(C(NC(=O)c2ccccc2F)NC(=O)c2ccccc2F)cc1	4	-3	88	3	10	-1	93	-28	-7	-0.4
COc1ccc2c(c1)-c1c(sn(-c3ccc(OC)c(OC)c3)c1=S)C(C)(C)N2	-11	10	52	-3	16	-5	54	-27	.	-2.8
CCOC(=O)C1(S(=O)(=O)c2ccc(Cl)cc2)CCN(Cc2ccccc2)CC1	-4	10	89	4	5	-16	91	-12	-3	-2.2
O=S(=O)(NC1CCCCC1NCc1ccco1)c1ccc(Cl)cc1 (stereo unspecified)	3	7	78	1	11	-14	84	3	-2	-3.5
COc1cc(S(=O)(=O)N2CCC(c3nc4ccccc4s3)CC2)ccc1S(=O)(=O)NC1CCCC1	-5	7	76	4	10	.	76	-27	.	-2.5
Cn1c(NCCCN2CCOCC2)nc2c1c(=O)n(Cc1ccc(Cl)cc1Cl)c(=O)n2C	-7	.	57	1	17	-10	57	6	0	-1.6

(list continues)
SMILES	GALR2 blocker	E-sel TNF inh	bCat KO growth	NPY Y2 blocker	Measles CPE	Yeast life ext	PTEN del growth	BB579 growth dn	Phagocyt inh	MRP1 act
Cc1c(Cl)cnc(NC(=O)COC(=O)c2cccc(S(=O)(=O)N3CCc4ccccc4C3)c2)c1Cl	10	.	94	-1	9	1	102	-37	-2	-1.2
COc1cccc(NC(=O)Cn2c(SCC(=O)N3CCOCC3)nc3ccccc32)c1	-4	.	100	2	5	-14	98	-35	2	-1.1
CCOC(=O)C(NC(=O)c1ccccc1)=C1C=C(C)OC(C)=C1	-4	-2	95	3	6	-25	107	-5	-1	-0.5
Oc1cccc2c(NC(=S)Nc3ccc(SC(F)F)cc3)cccc12	4	8	67	0	14	-8	60	-2	-2	1.2
Cc1cc(NS(=O)(=O)c2ccc(NC(=O)Cc3cccs3)cc2)no1	7	20	94	0	9	-4	100	-27	-2	0.6
Cc1noc(C)c1C(=O)NCc1ccco1	-11	-13	103	1	6	-5	100	-45	-1	-1.2
CCCCn1c(-c2csc3ccccc23)n[nH]c1=S	-3	0	103	5	6	-16	96	-41	0	-2.9
Cn1cccc1C(=O)OCc1cc(Cl)cc2c1OCOC2	0	-9	91	10	19	-7	88	-47	0	4.4
CCc1c(C)nc(N)n2c(SCC(=O)Nc3ccccc3OC)nnc12	2	37	107	1	13	-5	89	9	1	-0.3
Cc1nn(-c2ccccc2)c2c1C(c1cccc([N+](=O)[O-])c1)N(c1ccccc1)C(=O)N2 (stereo unspecified)	-2	.	90	2	7	3	91	-38	-10	-1.2
COc1ccccc1/C=C/C=N/NC(=O)c1ccncc1	-2	.	68	0	7	0	71	-31	0	-1.5
Cc1c(NC(=O)CSc2ccccn2)c(=O)n(-c2ccccc2)n1C	-8	-9	100	-1	0	-1	97	-10	5	-1.7
Cc1nnc(NC(=O)CSc2nccn2-c2cccc(C)c2C)s1	2	-7	23	2	5	-5	29	-33	3	-4.2

Of the compounds above, these have a CF3 group:
SMILES	GALR2 blocker	E-sel TNF inh	bCat KO growth	NPY Y2 blocker	Measles CPE	Yeast life ext	PTEN del growth	BB579 growth dn	Phagocyt inh	MRP1 act
O=c1cc(COn2nnc3ccc(C(F)(F)F)cc32)nc2sccn12	-12	-6	77	1	18	-7	70	0	.	-3.3
CCN1CCN(C(=O)c2cc3nc(-c4ccccc4)cc(C(F)(F)F)n3n2)CC1	3	6	103	0	25	-11	107	-65	1	-0.8

High-throughput results (PubChem BioAssay)
